Compound activity: PubChem, several laboratories
PG9 binder: small molecules binding HIV-1 gp120 antibody PG9 | inhibition, % at 6.7 µM | AID 624416 | 0.43% of 360,000 active | TR-FRET gp120-PG9 antibody binding; in the data active = inhibition above about 8.5%
UHRF1 MBD2 ctr: UHRF1 methyl-DNA binding inhibition. Q96T88. UHRF1 binding to methylated oligo, TR-FRET. inhibition, % at 4.4 µM. 0.75% of 370,000 active. AID 687016; in the data active = inhibition above about 21%;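 note: UHRF1 SRA domain binding a hemimethylated CpG hairpin DNA probe; 0% = median of test compound wells and 100% = reference inhibitor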
LEDGF integ inh: blocks HIV-1 LEDGF/p75-dependent DNA integration | TR-FRET IN-LEDGF/p75 DNA integration, Eu/Cy5 | AID 743269 | inhibition, % at 3.7 µM | 0.64% of 370,000 active;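 active = inhibition above the screen-wide mean plus 3 SD, cut at about 13% in these data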;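 note: signal is the Cy5 over europium emission ratio at 671 and 618 nm; 0% = plate median of compound wells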
TCR-CD3 inh: inhibitors of human TCR-CD3 interaction; TAMRA-labeled TCR probe fluorescence, biochemical; inhibition, % at 9.4 µM; 0.37% of 360,000 active; in the data active = inhibition above about 19%;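 note: recombinant mutant TCR 2C K166C tagged with TAMRA read by polarization; 0% = receptor in buffer alone and 100% = receptor with positive control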
PRMT1 inh: PRMT1 (human) inhibition, primary screen | inhibition, % at 2.79 µM | recombinant PRMT1, activity-based probe fluorescence polarization | 1.3% of 370,000 active;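 active = inhibition above about 21% made by adding two undisclosed values, limit read from the data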
Rev-erbA mod: modulates human Rev-erb alpha binding to DNA; Rev-erbα–FITC-DNA binding, fluorescence polarization, 90 min; activity, % at 10 µM; 0.79% of 370,000 active; AID 1259318;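 active = activity above about 14%, limit read from the data; passing the limit was not always enough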;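 note: 0% = DMSO wells with 35 nM protein and 100% = DMSO wells with 750 nM protein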
Target sequence (P20393 whole entry, looked up): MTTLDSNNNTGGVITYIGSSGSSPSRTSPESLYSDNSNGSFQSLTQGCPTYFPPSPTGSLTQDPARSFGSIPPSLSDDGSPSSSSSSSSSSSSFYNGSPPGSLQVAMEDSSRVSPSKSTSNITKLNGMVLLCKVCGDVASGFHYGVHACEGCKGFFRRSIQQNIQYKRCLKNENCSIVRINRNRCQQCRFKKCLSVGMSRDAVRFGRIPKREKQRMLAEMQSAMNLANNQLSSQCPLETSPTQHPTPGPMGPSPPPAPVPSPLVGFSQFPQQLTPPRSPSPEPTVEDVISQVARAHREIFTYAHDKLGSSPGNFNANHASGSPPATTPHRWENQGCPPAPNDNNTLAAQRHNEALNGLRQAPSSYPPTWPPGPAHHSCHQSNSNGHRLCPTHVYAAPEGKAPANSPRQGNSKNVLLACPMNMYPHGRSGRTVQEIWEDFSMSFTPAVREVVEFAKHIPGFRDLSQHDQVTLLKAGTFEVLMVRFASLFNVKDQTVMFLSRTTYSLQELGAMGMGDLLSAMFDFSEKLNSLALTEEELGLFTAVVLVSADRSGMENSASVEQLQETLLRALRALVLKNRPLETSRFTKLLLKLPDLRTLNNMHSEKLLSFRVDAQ
MBD2 DNA inh: blocks human MBD2 binding to methylated DNA. inhibition, % at 4.4 µM. 0.31% of 370,000 active. Q9UBB5. TR-FRET, MBD2 binding to methylated oligonucleotide. AID 686964; in the data active = inhibition above about 13%
Target sequence (Q9UBB5 whole entry, looked up): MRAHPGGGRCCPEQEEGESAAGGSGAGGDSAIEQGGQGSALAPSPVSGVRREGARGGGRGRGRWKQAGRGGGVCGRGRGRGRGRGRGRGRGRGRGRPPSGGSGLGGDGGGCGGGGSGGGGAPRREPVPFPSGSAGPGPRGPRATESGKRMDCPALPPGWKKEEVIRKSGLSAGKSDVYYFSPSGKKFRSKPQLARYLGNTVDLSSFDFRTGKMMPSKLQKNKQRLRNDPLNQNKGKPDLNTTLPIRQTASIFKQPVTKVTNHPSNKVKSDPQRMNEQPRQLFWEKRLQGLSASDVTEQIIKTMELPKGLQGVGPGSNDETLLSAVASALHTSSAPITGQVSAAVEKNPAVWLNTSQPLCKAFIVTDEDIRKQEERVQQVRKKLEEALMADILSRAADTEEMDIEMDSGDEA
HTRA1 inh: HTRA1 (human) protease inhibition; Q92743; recombinant HTRA1, FP-rhodamine activity-based probe, fluorescence polarization; inhibition, % at 5.96 µM; 0.5% of 340,000 active; AID 504803; in the data active = inhibition above about 36%;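 note: 0% = enzyme with DMSO and 100% = wells lacking enzyme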
rCAG binder: binds r(CAG) RNA repeats; r(CAG) RNA repeat, TO-PRO-1 dye displacement fluorescence; inhibition, % at 3 µM; 1.3% of 370,000 active; AID 651821;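 active = inhibition above the plate cutoff, the mean of all test compounds on that plate plus 3 SD, cut at about 35% in these data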;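 note: 0% = DMSO alone and 100% = 100 µM mitoxantrone as full dye displacement; higher means more dye released from RNA so lower well fluorescence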
ABHD4 inh: inhibitors of mouse ABHD4; Q8VD66; purified mABHD4, FP-Rh probe fluorescence polarization; inhibition, % at 8.92 µM; 0.54% of 370,000 active;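 active = inhibition exceeding the mean over every tested compound plus 3 SD, cut at about 30% in these data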;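 note: 0% = plate median of compound wells and 100% = S159A mutant with DMSO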
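Doses – 8.92 µM, single dose · Material – wild-type mouse ABHD4 protein · Replication – single well per compound (singlicate) · Measure – percent inhibition of probe binding, normalized to plate controls · Schedule – 45 min compound pre-incubation plus 60 min probe step, 25 °C · Detection – fluorescence polarization with parallel and perpendicular emission, 525/598 nm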
Starred values were filed as active, the others as inactive; x = no result given. This is a subset. The share of hits here may be higher or lower than overall.

SMILES | PG9 binder | UHRF1 MBD2 ctr | LEDGF integ inh | TCR-CD3 inh | PRMT1 inh | Rev-erbA mod | MBD2 DNA inh | HTRA1 inh | rCAG binder | ABHD4 inh
COC(=O)c1ccccc1CC1SC(N)=NC1=O (configuration not stated) | 0.0 | 1 | 2 | 1 | 3 | 1 | 0 | 1 | 0 | -6
CCC(C(=O)NCc1ccccc1OC)n1nc(C)n2c(cc3occc32)c1=O (configuration not stated) | -2.0 | -1 | 0 | 3 | -1 | 3 | -2 | -9 | 1 | -4
Cc1ccc2nc(C)cc(C(=O)N3CCCC(N4CCN(c5ccccc5C)CC4)C3)c2c1 (configuration not stated) | -2.6 | 0 | 2 | -1 | -3 | -6 | -2 | -3 | -4 | -2
CSC(=Nc1ccc(Cl)cc1)N[n+]1ccccc1 | 0.0 | 0 | -2 | 11 | -3 | -5 | 0 | 10 | -2 | -10
N#CCCN(C(=O)COC(=O)CSc1ccc(Cl)cc1)c1ccccc1 | 0.1 | -1 | 0 | -1 | 0 | 2 | 1 | 4 | -2 | 2
CCOc1ccc(C(CC(=O)O)NC(=O)COc2ccccc2)cc1 (configuration not stated) | 0.4 | -1 | -1 | 11 | -1 | 1 | 3 | -2 | 1 | -4
CC(C)[C@@H](CO)NS(=O)(=O)c1ccc(Br)cc1F | -0.7 | 0 | 3 | 1 | 1 | 2 | -2 | 5 | 0 | 0
COc1ccccc1-c1nnc(NC(=O)c2ccc3c(c2)OCO3)s1 | 3.2 | -1 | -6 | 3 | -1 | 55* | 0 | 4 | -1 | -1
O=C1CCC2c3ccc4ccccc4c3CCN12 (configuration not stated) | 1.3 | 0 | -3 | -3 | 5 | 3 | -5 | -14 | 20 | 8
CC(=O)NCCn1c(SCC(=O)Nc2ccc(C)cc2)nc2ccccc2c1=O | 0.1 | -2 | 0 | 3 | 2 | 5 | -4 | 2 | -2 | 2

Whole records as entered above. Values in the order: PG9 binder | UHRF1 MBD2 ctr | LEDGF integ inh | TCR-CD3 inh | PRMT1 inh | Rev-erbA mod | MBD2 DNA inh | HTRA1 inh | rCAG binder | ABHD4 inh
Profile of `CCC(C(=O)NCc1ccccc1OC)n1nc(C)n2c(cc3occc32)c1=O` (configuration not stated) : -2.0 | -1 | 0 | 3 | -1 | 3 | -2 | -9 | 1 | -4
Profile of `CC(C)[C@@H](CO)NS(=O)(=O)c1ccc(Br)cc1F` : -0.7 | 0 | 3 | 1 | 1 | 2 | -2 | 5 | 0 | 0
Profile of `CCOc1ccc(C(CC(=O)O)NC(=O)COc2ccccc2)cc1` (configuration not stated) : 0.4 | -1 | -1 | 11 | -1 | 1 | 3 | -2 | 1 | -4
Profile of `COC(=O)c1ccccc1CC1SC(N)=NC1=O` (configuration not stated) : 0.0 | 1 | 2 | 1 | 3 | 1 | 0 | 1 | 0 | -6

(continued)
SMILES | PG9 binder | UHRF1 MBD2 ctr | LEDGF integ inh | TCR-CD3 inh | PRMT1 inh | Rev-erbA mod | MBD2 DNA inh | HTRA1 inh | rCAG binder | ABHD4 inh
N#CCC(=O)Nc1nc(-c2ccc3c(c2)OCCO3)cs1 | 1.4 | -1 | 0 | 3 | -2 | 0 | 5 | -18 | 34 | 3
Nn1c(SCc2ccc([N+](=O)[O-])cc2)nnc1-c1cc(-c2ccccc2)n[nH]1 | x | 2 | 3 | x | 7 | -6 | 7 | x | 10 | -23
COC(=O)CSc1n[nH]c(=S)s1 | -1.1 | -2 | 3 | 3 | 2 | -1 | -6 | 2 | 1 | 6
CN(C)CCNC(C(=O)Nc1cc(Cl)cc(Cl)c1)c1ccccc1 (configuration not stated) | -0.7 | -2 | 3 | 4 | -1 | -1 | -4 | -3 | -2 | -15
c1ccc(-c2nc(NCc3ccco3)c3oc4ccccc4c3n2)cc1 | -1.9 | -2 | 2 | 1 | 2 | 3 | -4 | -77 | 16 | -62
CCOc1ccc(N(C(C)=O)c2nc(C)cc(C)c2C#N)cc1 | -1.1 | -2 | 4 | 1 | 1 | 5 | 6 | 2 | -8 | 6
C=CCNC(=O)CSc1n[nH]c(-c2cc(Cl)ccc2OC)n1 | -1.3 | -1 | -6 | -7 | 3 | -5 | -1 | -4 | 0 | -2
O=C(O)/C=C/C(=O)NCc1csc2ccccc12 | -2.3 | 3 | 3 | -2 | 3 | -5 | 4 | 11 | 1 | -1
COc1cc(C(=O)NCc2ccc3[nH]c(C)cc3c2)cc(OC)c1OC | 1.4 | 2 | -2 | 2 | 1 | 4 | 2 | 7 | 3 | -2
CCOc1ccc(C(=O)NCC(=O)Nc2ccc(N3CCOCC3)cc2)cc1OCC | -1.6 | 2 | 5 | -1 | -7 | -5 | -4 | 9 | -3 | -5
O=C1c2cccc(OCC(=O)N3CCCc4ccccc43)c2CCN1Cc1ccc(F)cc1 | -4.0 | -4 | 4 | 3 | -1 | -1 | -8 | -31 | 1 | -6
OCCNc1nc(-c2ccccc2)c2ccccc2n1 | 1.6 | 1 | 4 | 0 | -1 | 1 | 4 | 0 | -3 | 1
Fc1ccccc1NC(=S)NCCc1ccc(Cl)cc1 | -2.4 | 0 | -1 | -5 | 1 | 4 | 0 | -5 | 1 | -1
Cc1cc(C)n(-c2ncccc2[N+](=O)[O-])n1 | -0.3 | -2 | 2 | 5 | -2 | -3 | -5 | 10 | -1 | -1
O=[N+]([O-])c1ccccc1/C=C/CN1CCN(Cc2ccc3c(c2)OCO3)CC1 | 0.6 | 4 | -3 | -9 | 3 | -3 | 1 | -2 | -9 | 8
COc1cccc(CNC(=O)COC(=O)c2cc(Br)c(Br)s2)c1 | 1.1 | -2 | 2 | -1 | 1 | 21* | -7 | -14 | 4 | 1
CCN(CC)S(=O)(=O)c1cccc(C(=O)NC2=NCCS2)c1 | 0.5 | 0 | 1 | 4 | 2 | 1 | 1 | 0 | -2 | -1
CCN(CC)c1ccc(/C=N/N=C(c2ccccc2)c2ccccc2)c(O)c1 | -2.1 | -5 | 5 | 3 | -4 | -5 | -8 | 2 | 6 | 2
Cc1ccc(NS(=O)(=O)c2ccc(-n3cccn3)cc2)cc1C | 1.1 | 10 | -3 | 0 | 3 | -2 | 3 | -12 | 1 | -2
CCOC(=O)CC(N)c1ccc2c(c1)OCO2 (configuration not stated) | -1.5 | 3 | 0 | 0 | 0 | -7 | -5 | x | -3 | 5
CC(NC(=S)Nc1cccc(F)c1)C(c1cccs1)N1CCOCC1 (configuration not stated) | 0.3 | 0 | -6 | -9 | 4 | -1 | 6 | -3 | 0 | 5
Cc1cc(O)c(-c2n[nH]c3c2C(c2cccc(O)c2)N(Cc2cccnc2)C3=O)cc1Cl (configuration not stated) | -0.1 | 1 | 1 | -1 | 2 | -5 | 0 | 20 | 25 | -4
Cc1ccc2oc(C(=O)N(Cc3ccc(N(C)C)cc3)C3CCS(=O)(=O)C3)c(C)c2c1 (configuration not stated) | -1.9 | -1 | 1 | 3 | 0 | 0 | 2 | 5 | 3 | 4
COc1ccc(NS(=O)(=O)c2ccc(NN=Cc3ccc(C(=O)O)cc3)c([N+](=O)[O-])c2)cc1 | 0.8 | -1 | -10 | 2 | 2 | 5 | 5 | x | 6 | -15
N#CCCN(C(=O)CSc1n[nH]c(=O)[nH]c1=O)c1ccccc1 | -2.1 | 0 | 0 | -4 | 3 | 3 | 2 | 0 | 4 | -8
CNS(=O)(=O)c1cc(C(=O)NCc2ccco2)ccc1Cl | 0.0 | 0 | 0 | 5 | 1 | -4 | -2 | 3 | 1 | -2
CC(=O)C1(C(=O)N2CCOCC2)CC(c2ccccc2C(F)(F)F)=NO1 (configuration not stated) | x | -1 | 0 | x | 1 | 4 | -1 | x | 2 | 1
COC(=O)c1sccc1NC(=O)C1CC2CCC1C2 (configuration not stated) | -1.8 | -2 | -2 | 4 | -2 | 2 | -4 | -1 | -1 | 0
COc1ccc(-c2csc(/C(C#N)=C(\O)CSc3nccn3C)n2)cc1OC | -2.6 | -7 | -1 | 1 | -1 | 0 | -4 | -2 | 38* | 8
CN1CCN(C2CN(Cc3ccccc3)S(=O)(=O)C2)CC1 (configuration not stated) | 0.9 | 0 | -3 | 5 | -1 | 3 | 1 | x | 0 | 3
Cc1cccc(N(C)S(=O)(=O)c2ccc3c(c2)NC(=O)CC(=O)N3)c1 | 0.2 | -1 | 1 | 1 | 1 | -4 | 2 | 4 | 0 | 5
Cc1c(C(=O)NN2CCOCC2)cccc1[N+](=O)[O-] | -0.4 | 1 | -1 | -1 | 0 | -3 | -4 | 6 | -2 | -1
O=C(COC(=O)c1cc(Cl)ccc1[N+](=O)[O-])NCc1ccc(Cl)cc1Cl | -0.5 | -2 | 1 | -5 | -4 | 7 | -1 | -7 | -1 | -3
Oc1ccccc1CNc1nccs1 | 0.0 | 0 | -4 | 2 | -5 | 7 | -1 | 3 | 1 | 1
CCCOc1ccc(Cc2c(O)nc(SC)[nH]c2=O)cc1 | -0.8 | 2 | -2 | 2 | 3 | -3 | 5 | 0 | 4 | 2
O=C(Nc1ccc(F)cc1F)c1cccnc1 | 0.4 | 9 | 3 | -7 | -2 | -4 | 5 | 2 | 3 | 1
COc1cc(CNC(C)c2ccccc2)cc(Br)c1OCc1ccc(F)cc1 (configuration not stated) | -1.7 | 0 | 2 | 11 | -2 | 2 | 2 | -20 | -5 | 9
COc1ccc(Cl)cc1-c1nc(SCC(=O)NC2CCCC2)n[nH]1 | 1.5 | 0 | -1 | 2 | 0 | -2 | 4 | -8 | 5 | 2
CCn1c(SCCN2CCCCC2)nnc1-c1ccc(S(=O)(=O)N2CCOCC2)cc1 | -0.6 | -2 | -2 | 2 | 1 | 1 | 1 | 4 | -9 | 10
O=C(O)c1ccccc1-c1ccccc1C(=O)Nc1ccc2c(c1)CCC2 | -0.7 | -1 | 2 | 2 | 1 | -4 | -1 | -3 | 9 | 4
CCSc1nnc(Cc2cc(=O)[nH]c(=O)[nH]2)n1-c1ccc(F)cc1 | -0.9 | 0 | 3 | 1 | -9 | 0 | 0 | 2 | 2 | 5
Cc1cccc(C)c1NC(=O)CN1CCN(c2ccc(C(F)(F)F)cn2)CC1 | 1.2 | -3 | 0 | 5 | -4 | 1 | -6 | x | -2 | 1
COC(=O)c1ccc(COC(=O)CSCC(=O)Nc2ccc(C)cc2C)cc1 | -2.4 | -3 | 8 | 0 | -2 | -2 | -7 | -17 | -3 | 1
Cc1ccc(S(=O)(=O)N2[C@@H](c3ccc(Cl)cc3)C(C(=O)OC(C)(C)C)=CC[C@H]2c2ccc(Cl)c(Cl)c2)cc1 | -0.2 | 4 | -1 | -7 | -5 | -2 | 2 | x | 2 | -5
Cc1cccc2cc(C#N)c(SCC(=O)N3CC(=O)Nc4ccccc43)nc12 | 30* | -1 | 2 | 3 | -4 | 90* | -1 | -22 | 13 | 3
Nc1nnc(SCC(=O)NC2CCCCCCC2)s1 | 1.4 | 2 | -3 | -4 | 5 | -3 | 1 | 5 | -3 | 5
O=C(c1ccc(S(=O)(=O)N2CCCCCC2)cc1)N1CCN(Cc2ccccc2)CC1 | 2.8 | 1 | -4 | 0 | 6 | 5 | -5 | -2 | 0 | -4
Cc1cccc(-n2c(=S)[nH]c3sc4c(c3c2=O)CCc2ccccc2-4)c1 | 5.1 | -2 | 0 | -2 | 0 | -6 | 0 | -3 | 17 | 4
CCCCCCN1CCN(C2CN(CCCC)S(=O)(=O)C2)CC1 (configuration not stated) | -1.2 | -2 | -1 | 1 | -3 | 6 | 1 | x | 0 | 2
CCOC(=O)N1CCN(C(=O)c2ccc3nc(SCc4ccc(F)cc4)n(C)c3c2)CC1 | -0.8 | 0 | 0 | -6 | 3 | 5 | 0 | -2 | -2 | 4
